Assay outcomes deposited in PubChem BioAssay by Broad Institute.
ERAP1 inh: blocks human ERAP1 aminopeptidase activity; inhibition, % at 10.7 µM; actives 0.15% (n = 340,000); Q9NZ08; recombinant ERAP1, Leu-AMC fluorescence, 60 min;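 active = mean replicate inhibition of at least 30%, or all replicates individually reaching that 30% level; inactive = mean below 30% and not every replicate reaching it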;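 note: 0% = neutral control wells and 100% = L-leucinethiol positive control wells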
Target sequence (Q9NZ08 whole entry, looked up): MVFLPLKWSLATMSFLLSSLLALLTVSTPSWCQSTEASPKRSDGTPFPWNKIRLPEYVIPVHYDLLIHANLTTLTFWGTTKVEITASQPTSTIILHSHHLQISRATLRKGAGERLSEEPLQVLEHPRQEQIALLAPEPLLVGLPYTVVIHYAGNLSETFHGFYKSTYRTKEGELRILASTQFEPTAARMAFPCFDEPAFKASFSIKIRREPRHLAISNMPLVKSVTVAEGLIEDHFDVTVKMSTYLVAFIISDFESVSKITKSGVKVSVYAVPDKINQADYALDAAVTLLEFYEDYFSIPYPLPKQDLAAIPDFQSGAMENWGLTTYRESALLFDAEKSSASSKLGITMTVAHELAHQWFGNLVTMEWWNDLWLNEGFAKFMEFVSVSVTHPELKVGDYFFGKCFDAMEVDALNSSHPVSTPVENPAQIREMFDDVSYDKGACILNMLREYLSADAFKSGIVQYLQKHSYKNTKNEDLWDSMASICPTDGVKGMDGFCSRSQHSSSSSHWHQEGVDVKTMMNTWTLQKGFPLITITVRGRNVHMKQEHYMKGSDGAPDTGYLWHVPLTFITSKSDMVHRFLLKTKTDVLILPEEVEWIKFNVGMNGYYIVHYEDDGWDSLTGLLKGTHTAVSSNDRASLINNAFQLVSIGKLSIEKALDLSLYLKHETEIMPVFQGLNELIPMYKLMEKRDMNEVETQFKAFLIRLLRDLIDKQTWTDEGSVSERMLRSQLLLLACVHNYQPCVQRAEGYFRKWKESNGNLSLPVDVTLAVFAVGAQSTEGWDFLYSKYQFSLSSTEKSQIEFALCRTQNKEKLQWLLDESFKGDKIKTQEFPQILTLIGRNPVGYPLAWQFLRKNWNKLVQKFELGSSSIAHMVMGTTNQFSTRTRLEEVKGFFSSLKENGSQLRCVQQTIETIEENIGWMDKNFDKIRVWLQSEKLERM
S100A4 MyoIIA: S100A4-myosin IIA interaction inhibition | AID 652163 | inhibition, % at 10.7 µM | S100A4/TAMRA-MyoIIA peptide fluorescence polarization | actives 0.14% (n = 360,000);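 active = mean inhibition of at least 70% across replicates, with every replicate also reaching that level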
Target sequence (P26447 whole entry, looked up): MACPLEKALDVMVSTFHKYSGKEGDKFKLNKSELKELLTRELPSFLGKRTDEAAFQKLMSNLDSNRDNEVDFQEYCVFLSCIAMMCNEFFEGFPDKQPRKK
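Material: S100A4 monomer protein / Buffer or medium: 50 mM HEPES pH 7.2, 10 mM CaCl2, 100 mM KCl / Times: 5 min incubation before reading / Benchmarks: neutral control DMSO, positive control TFP / Reagent: labelled myosin peptide probe, 5 nM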
Statin myotox sup: suppression of simvastatin myotoxicity; actives 0.78% (n = 330,000); C2C12 myotubes + simvastatin, ATP luminescence, 48 h; scaled: DMSO 0, geranylgeraniol control 100; rescue of ATP level, % at 7.49 µM;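 active = mean ATP rescue above about 67%, or every replicate alone reaching that limit, limit read from the data, passing the limit was not always enough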;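 note: myotubes were challenged with 10 µM simvastatin during compound exposure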
SIRT5 inh: sirtuin-5 (human) deacylase inhibition; Purified SirT5, succinyl-peptide AMC, trypsin-coupled fluorescence; inhibition, % at 15 µM; actives 1.1% (n = 330,000); in the data active = inhibition above about 15%
PGC1a acetyl inh: PGC1a acetylation modulation, inhibitor mode | U2OS PGC1a acetylation, AlphaScreen anti-acetyl-lysine; with virally co-expressed GCN5 acetyltransferase | inhibition, % at 15.6 µM | actives 0.17% (n = 350,000);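 active = every replicate shows inhibition of at least 40%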;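 note: 0% = neutral control wells and 100% = positive control wells; some results beyond the cut were filed as inactive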
LGR2 inh: inhibitors of bursicon-induced Drosophila LGR2 receptor cAMP signaling; inhibition, % at 9.99 µM; AID 720647; HEK293 LGR2, CRE-luciferase, bursicon-stimulated, 4 h; actives 0.35% (n = 380,000);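 active = drop in luminescence signal, shown as inhibition above about 50% in the replicate tests, limit read from the data, passing the limit was not always enough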;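 note: agonist challenge used bursicon conditioned medium at about half maximal strength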
Xi reactivation: reactivates the inactive X chromosome in mouse fibroblasts; XiGFP mouse fibroblasts, % GFP-positive cells imaging, 3 d; cells co-treated with 5-aza-dC sensitizer; scaled so ellipticine positive control = 100%; activation, % at 7.58 µM; actives 0.055% (n = 360,000); AID 743238;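 active = mean normalized replicate activation at least 10% and every replicate at or above 10%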;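 note: 0% = median of on-plate neutral control wells and 100% = ellipticine 6 µM median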
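System: 68-5-11 XiGFP fibroblast line | Buffer or medium: DMEM containing 5-aza-dC | Compound: Single point | Times: Compounds 3 days, fix/stain 15 min at room temperature | Benchmarks: Positive control ellipticine, 6 µM final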
Cneo AK release: Cryptococcus neoformans lysis via adenylate kinase release; C. neoformans lysis, adenylate kinase release luminescence, 4 h; normalised: neutral wells 0, clomiphene wells 100; lysis activity, % at 15 µM; actives 0.2% (n = 360,000); AID 651654;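 active = mean lysis activity across replicates of at least 80%, whatever share of replicates individually reach that level; inactive = mean lysis activity below 80%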
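Assay system: Cryptococcus neoformans yeast cells / Dosing: single-point compound dose / Timing: 4 h at 37 °C static, read 1 h later / Measured by: luminescence of released adenylate kinase using an AK detection reagent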
* hit, by the source's call; / = no result given. An excerpt. The share of hits here may be higher or lower than overall.

Short forms: A = ERAP1 inh; B = S100A4 MyoIIA; C = Statin myotox sup; D = SIRT5 inh; E = PGC1a acetyl inh; F = LGR2 inh; G = Xi reactivation; H = Cneo AK release
1. CC1CC(C)CN(S(=O)(=O)c2ccc(C(=O)NCc3ccco3)cc2)C1 (configuration not stated)
  A: -1 | B: 0 | C: -2 | D: -2 | E: 7 | F: 5 | G: 0.1 | H: 1
2. CC1c2cc3c(cc2CCN1S(=O)(=O)c1ccccc1)OCCCO3 (configuration not stated)
  A: 0 | B: -5 | C: 5 | D: -4 | E: -22 | F: -8 | G: 0.2 | H: -2
3. C[C@@H]1CN([C@@H](C)CO)C(=O)c2cc(NC(=O)CCCN(C)C)ccc2O[C@@H]1CN(C)Cc1ccncc1
  A: -1 | B: 31 | C: -21 | D: -3 | E: 14 | F: 1 | G: -0.8 | H: 6
4. NC(=O)c1ccc(NC(=O)c2cnc3ccccc3n2)cc1
  A: / | B: -2 | C: / | D: -1 | E: / | F: -56 | G: 0.1 | H: /
5. C[C@@H]1CCCCO[C@H](CN(C)C(=O)Nc2ccc3c(c2)OCO3)[C@H](C)CN([C@@H](C)CO)C(=O)c2cc(NC(=O)Nc3ccc(F)cc3)ccc2O1
  A: -6 | B: -2 | C: / | D: 5 | E: 0 | F: 24 | G: 0.1 | H: 0
6. CC(C)OC(=O)N(C)C[C@@H]1OCc2ccccc2-c2c(n(C)c3ccccc23)C(=O)N([C@H](C)CO)C[C@@H]1C
  A: 2 | B: -9 | C: -5 | D: -2 | E: 3 | F: 28 | G: -0.7 | H: -1
7. Cc1noc(C)c1NC(=O)Nc1ccc2c(c1)C(=O)N([C@H](C)CO)C[C@H](C)[C@@H](CN(C)S(=O)(=O)c1cn(C)cn1)OCCCC[C@H](C)O2
  A: 1 | B: 24 | C: / | D: 8 | E: -4 | F: 13 | G: 0.3 | H: 45
8. COc1ccc(CNC(=O)C2Cc3c(-c4cccc(C(C)=O)c4)ccnc3O2)cc1OC (configuration not stated)
  A: 2 | B: 0 | C: 6 | D: -3 | E: / | F: -19 | G: 0.1 | H: 1
9. O=C(C[C@H]1C=C[C@@H](NC(=O)Nc2ccc3c(c2)OCO3)[C@@H](CO)O1)NCCCN1CCOCC1
  A: 3 | B: -6 | C: 3 | D: 0 | E: -4 | F: 2 | G: 0.6 | H: -2
10. CCNC(=O)C[C@H]1CC[C@@H]2[C@@H](COc3ccc(NC(=O)Cc4ccccc4)cc3C(=O)N2C)O1
  A: -1 | B: -20 | C: 12 | D: -7 | E: 6 | F: -14 | G: 0.1 | H: 6
11. NC[C@H]1O[C@@H](n2ccc(N)nc2=O)[C@H](O)[C@@H]1O
  A: -1 | B: 8 | C: -1 | D: -2 | E: 7 | F: -21 | G: 0.0 | H: 0
12. Nc1ncnc2c1ncn2[C@@H]1O[C@H](CNC(=O)[C@@H]2C[C@H](F)CN2)[C@@H](O)[C@H]1O
  A: -3 | B: 2 | C: 5 | D: -7 | E: 5 | F: -1 | G: -0.3 | H: 4
13. CC1CC(C)(C)NC(=S)N1CCCC(=O)NCc1ccccc1 (configuration not stated)
  A: 0 | B: 3 | C: 4 | D: 1 | E: -20 | F: -1 | G: 0.1 | H: -2
14. C[C@H](CO)N1C[C@H](C)[C@@H](CN(C)Cc2ccc(Cl)c(Cl)c2)Oc2ccc(NC(=O)Nc3cccc4ccccc34)cc2CC1=O
  A: -1 | B: -9 | C: 51 | D: 13 | E: 3 | F: 17 | G: 0.0 | H: -3
15. C[C@@H]1CN([C@@H](C)CO)C(=O)c2cc(NC(=O)Nc3ccc4c(c3)OCO4)ccc2O[C@@H]1CN(C)Cc1ccccc1
  A: -2 | B: 12 | C: -19 | D: 3 | E: 33 | F: -3 | G: -0.1 | H: -3
16. COc1ccc(CC(=O)Nc2ccccc2C(C)=O)cc1S(=O)(=O)N1CCOCC1
  A: -6 | B: 21 | C: / | D: 0 | E: / | F: -6 | G: -0.1 | H: /
17. C[C@@H]1CN([C@@H](C)CO)C(=O)c2cc(-c3cccc(C#N)c3)cnc2O[C@H]1CN(C)C(=O)C1CCOCC1
  A: -1 | B: -6 | C: -2 | D: -2 | E: -7 | F: 5 | G: 0.0 | H: -2
18. O=C(C[C@@H]1CC[C@H]2[C@@H](COC[C@H](O)CN2Cc2cccc(C(F)(F)F)c2)O1)NCCc1ccccc1
  A: -3 | B: 5 | C: 1 | D: -1 | E: -14 | F: -4 | G: 0.0 | H: 0
19. C[C@@H]1CN([C@H](C)CO)S(=O)(=O)c2ccc(C#Cc3ccccc3F)cc2O[C@@H]1CN(C)C(=O)c1ccc2c(c1)OCO2
  A: 0 | B: -1 | C: -5 | D: 11 | E: 11 | F: 12 | G: -0.4 | H: -5
20. COc1ccc(Nc2nc(-c3ccccc3)nc3ccccc23)cc1
  A: -2 | B: -5 | C: -36 | D: 1 | E: -19 | F: -8 | G: -0.1 | H: -3
21. CC(=O)NCCc1ccc(C(=O)Cn2cnc3ccccc3c2=O)cc1
  A: -3 | B: -2 | C: -20 | D: -2 | E: / | F: -7 | G: -0.1 | H: -3
22. C[C@H]1CN([C@@H](C)CO)S(=O)(=O)c2ccc(C#CC3CC3)cc2O[C@H]1CN(C)C(=O)C1CCC1
  A: 0 | B: -12 | C: 16 | D: -1 | E: -5 | F: -3 | G: -0.7 | H: 0
23. CCOC(=O)C1=CCN(S(=O)(=O)c2ccccc2F)C1c1ccc(Cl)cc1 (configuration not stated)
  A: -6 | B: 4 | C: -4 | D: -3 | E: -6 | F: -31 | G: 0.1 | H: 1
24. COc1ccc(-c2cc(C)no2)cc1S(=O)(=O)N1CCN(c2cccc(C)c2)C(C)C1 (configuration not stated)
  A: 1 | B: -7 | C: -13 | D: -2 | E: -3 | F: 11 | G: 0.1 | H: 13
25. C[C@@H]1CN([C@H](C)CO)C(=O)Cc2cc(NC(=O)CCC(F)(F)F)ccc2O[C@@H]1CN(C)S(=O)(=O)c1cccs1
  A: 3 | B: -5 | C: 41 | D: -9 | E: 5 | F: 6 | G: -0.6 | H: -1

Six of the compounds above, with values under each structure:
Results follow in this order: ERAP1 inh | S100A4 MyoIIA | Statin myotox sup | SIRT5 inh | PGC1a acetyl inh | LGR2 inh | Xi reactivation | Cneo AK release
10) CCNC(=O)C[C@H]1CC[C@@H]2[C@@H](COc3ccc(NC(=O)Cc4ccccc4)cc3C(=O)N2C)O1
  -1 | -20 | 12 | -7 | 6 | -14 | 0.1 | 6
11) NC[C@H]1O[C@@H](n2ccc(N)nc2=O)[C@H](O)[C@@H]1O
  -1 | 8 | -1 | -2 | 7 | -21 | 0.0 | 0
12) Nc1ncnc2c1ncn2[C@@H]1O[C@H](CNC(=O)[C@@H]2C[C@H](F)CN2)[C@@H](O)[C@H]1O
  -3 | 2 | 5 | -7 | 5 | -1 | -0.3 | 4
13) CC1CC(C)(C)NC(=S)N1CCCC(=O)NCc1ccccc1 (configuration not stated)
  0 | 3 | 4 | 1 | -20 | -1 | 0.1 | -2
14) C[C@H](CO)N1C[C@H](C)[C@@H](CN(C)Cc2ccc(Cl)c(Cl)c2)Oc2ccc(NC(=O)Nc3cccc4ccccc34)cc2CC1=O
  -1 | -9 | 51 | 13 | 3 | 17 | 0.0 | -3
15) C[C@@H]1CN([C@@H](C)CO)C(=O)c2cc(NC(=O)Nc3ccc4c(c3)OCO4)ccc2O[C@@H]1CN(C)Cc1ccccc1
  -2 | 12 | -19 | 3 | 33 | -3 | -0.1 | -3

Continued:
item	SMILES	ERAP1 inh	S100A4 MyoIIA	Statin myotox sup	SIRT5 inh	PGC1a acetyl inh	LGR2 inh	Xi reactivation	Cneo AK release
26	CCCNC(=O)N[C@H]1CC[C@H](CCn2cc(-c3cccc(F)c3)nn2)O[C@H]1CO	3	13	-7	-1	-3	5	0.0	-10
27	C[C@H](CO)N1C[C@H](C)[C@@H](CN(C)Cc2ccc(-c3ccccc3)cc2)Oc2ccc(NC(=O)CCCN(C)C)cc2C1=O	0	-1	-11	0	-7	10	0.0	6
28	CCN1C[C@@H]2[C@@H]3C(=O)N(C)C(=O)[C@@H]3[C@](Cc3ccccc3)(C1=O)N2C(=O)c1ccc(C(C)(C)C)cc1	/	/	12	/	-9	7	0.0	-2
29	COc1ccc(CCNC(=O)c2ccc3c(c2)NC(=O)CS3)cc1OC	-1	-5	-5	1	7	-2	0.0	-1
30	CCOc1ccc(C2C3=C(CC(C)(C)CC3=O)N(CC(=O)O)C3=C2C(=O)CC(C)(C)C3)cc1OCC	1	3	2	-2	2	3	0.1	-2
31	CC(=O)Oc1ccc(C(=O)Nc2ccc3c(c2)OCCO3)cc1	/	1	-48	1	-8	28	0.3	-14
32	Cc1ccc(CNC(=O)CN2C(C)CCCC2C)cc1 (configuration not stated)	1	-2	/	-1	5	20	0.0	/
33	CSc1nsc(NN)n1	1	-2	1	-2	13	-54	0.0	0
34	O=c1cc(CN2CCN(S(=O)(=O)c3cccc(Cl)c3)CC2)c2ccc(O)cc2o1	-7	-1	5	-8	11	3	0.0	0
35	C[C@H]1CN([C@@H](C)CO)C(=O)c2cc(C#CC3CCCC3)cnc2O[C@@H]1CN(C)C(=O)C1CCC1	1	6	/	-4	1	9	-0.5	1
36	O=C(CNS(=O)(=O)c1ccc(Br)s1)NCC1COc2ccccc2O1 (configuration not stated)	/	/	29	/	9	18	/	1
37	O=[N+]([O-])c1ccc(-c2ccc(/C=N/O)o2)cc1	3	-5	/	-1	10	-68	0.1	-2
38	COc1cccc(-c2ccc(NC(=O)C3CCCN(Cc4ccco4)C3)cc2)c1 (configuration not stated)	0	-6	-5	-1	7	-28	0.2	1
39	Cc1cc(C)c(S(=O)(=O)NC2CCN(Cc3ccccc3)CC2)c(C)c1	-6	-1	-28	-2	7	-12	0.0	/
40	NC1=NC(=O)C(Cc2ccc(OC(F)(F)F)cc2)S1 (configuration not stated)	2	-2	8	-1	/	-4	0.0	0
41	Brc1ccc(CN2CCN(Cc3c[nH]c4ccccc34)CC2)cc1	-3	1	-1	-1	/	0	0.2	-1
42	COc1ccc(N2CC(C(=O)Nc3nnc(SCC(=O)NC4CCCC4)s3)CC2=O)cc1 (configuration not stated)	-1	-3	/	-6	-15	5	0.1	-1
43	COc1ccccc1NC(=O)N1C[C@@H](O)COC[C@H]2O[C@@H](CC(=O)NCc3ccccc3)CC[C@@H]21	1	1	4	2	-5	15	0.1	3
44	Cc1ccc(-c2noc(CCCC(=O)NC3CCCC3)n2)cc1	-4	-3	-33	-2	/	13	0.0	2
45	S=C(NCc1ccc(Cl)cc1)NCc1ccco1	-2	-6	2	-8	/	-2	0.2	1
46	COCC(=O)N1CCC(Oc2ccc(C(=O)NCCc3ccncc3)cc2)CC1	3	-5	/	-1	6	20	0.0	/
47	CCOCCCN(C(=O)c1ccco1)C(C(=O)NC1CCCC1)c1ccc(OC)cc1 (configuration not stated)	-2	0	-7	4	14	11	-0.1	4
48	CCCNC(=O)C[C@H]1CC[C@@H]2[C@H](COC[C@H](O)CN2Cc2ccncc2)O1	-2	5	-4	-1	5	11	0.2	2
